proCasp3 act – activators of human procaspase-3; P42574; recombinant procaspase-3 D3A, Ac-DEVD-pNA absorbance 405 nm; activation, % at 8.5 µM; 330,000 compounds, 0.11% hits;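 active means activation above the mean of all tested compounds plus 3 SD, cut at about 21% in these data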;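 further: 0% = DMSO alone and 100% = DMSO wells spiked with extra 5 µM PC-3 D3A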
Target sequence (P42574 whole entry D9A/D28A/D175A): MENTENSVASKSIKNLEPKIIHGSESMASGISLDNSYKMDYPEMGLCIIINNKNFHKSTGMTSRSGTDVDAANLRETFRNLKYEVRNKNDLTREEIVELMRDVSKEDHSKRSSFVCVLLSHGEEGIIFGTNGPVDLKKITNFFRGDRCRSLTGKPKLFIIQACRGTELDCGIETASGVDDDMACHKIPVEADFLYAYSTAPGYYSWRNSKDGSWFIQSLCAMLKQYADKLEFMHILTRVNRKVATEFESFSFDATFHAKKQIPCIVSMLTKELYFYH
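Assay system: Procaspase-3 D3A mutant, all three cleavage aspartates alanine. Buffer or medium: Zinc-free HEPES saline buffer with Triton X-100. Times: 1 h compound preincubation, 2 h substrate hydrolysis at 25 °C. Measured by: 405 nm absorbance of p-nitroaniline, reads at 0 and 120 min. Read-out basis: percent activation relative to control range. Replicates: singlicate.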
procasp7 counter – counter-screen for procaspase-3 activators: activators of human procaspase-7 | P55210 | recombinant procaspase-7, Ac-DEVD-pNA absorbance 405 nm; D23A/D198A/D206A triple mutant, cannot self-cleave; scale: DMSO 0, 5 µM enzyme 100 | activation, % at 8.5 µM | 330,000 compounds, 0.093% hits | AID 463210;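 active means percent activation above the screen-wide mean plus 3 SD, cut at about 25% in these data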
Target sequence (P55210 whole entry D23A/D198A/D206A): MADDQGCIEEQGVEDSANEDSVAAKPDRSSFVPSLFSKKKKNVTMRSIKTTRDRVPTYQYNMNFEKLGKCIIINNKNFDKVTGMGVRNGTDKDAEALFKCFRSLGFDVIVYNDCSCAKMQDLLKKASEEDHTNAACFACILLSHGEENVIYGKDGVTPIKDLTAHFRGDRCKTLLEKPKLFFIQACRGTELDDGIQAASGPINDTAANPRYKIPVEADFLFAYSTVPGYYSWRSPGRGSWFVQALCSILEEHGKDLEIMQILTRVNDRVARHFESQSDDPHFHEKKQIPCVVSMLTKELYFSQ
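Detection: p-Nitroaniline absorbance at 405 nm, read at 0 and 120 min; system: Uncleavable procaspase-7 mutant enzyme; evaluation: % activation from two-timepoint absorbance difference, scaled to controls; times: 1 h enzyme–compound preincubation and 2 h substrate reaction, both 25 °C; buffer or medium: Zinc-free HEPES pH 7.4 with 300 mM NaCl, 0.01% Triton X-100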
AHR act – human AHR activation; P35869; AHR-responsive luciferase reporter cells, luminescence; activation, % at 5 µM; 320,000 compounds, 2.5% hits; in the data active means activation above about 47%;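 further: 0% = vehicle wells and 100% = reference agonist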
MEP2 TOR yeast – modulators of TOR pathway MEP2-GFP in S. cerevisiae; AID 2016; GFP response vs DMSO, % at 10 µM; S. cerevisiae MEP2-GFP strain, flow cytometry GFP, 3 h; 100% = DMSO control level; 330,000 compounds, 0.51% hits;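 active means GFP response versus DMSO above a set limit, roughly screen mean plus 3 SD, cut at about 180% in these data; inconclusive means fewer than 70 cells counted for a yeast strain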;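 further: median GFP fluorescence of the barcode-gated MEP2-GFP cells per well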
CIT2-GFP yeast – modulators of TOR pathway CIT2-GFP in S. cerevisiae | S. cerevisiae CIT2-GFP strain, flow cytometry, 3 h; 100 means same as DMSO wells | GFP response vs DMSO, % at 10 µM | 320,000 compounds, 0.065% hits;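 active means GFP response relative to DMSO above a set limit, near the screen mean plus 3 SD, cut at about 150% in these data; inconclusive means Fewer than 70 cells measured for a yeast strain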;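 further: ratio of well median GFP fluorescence to mean of DMSO wells on the plate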
AGP1-GFP MLPCN – alters AGP1-GFP fluorescence in TOR pathway yeast screen | S. cerevisiae AGP1-GFP multiplex flow cytometry, 3 h; GFP as percent of DMSO wells | GFP response vs DMSO, % at 10 µM | 320,000 compounds, 0.02% hits | AID 2066;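 active means GFP response relative to DMSO above a set limit, near screen average plus 3 SD, cut at about 150% in these data; inconclusive means fewer than 70 cells counted for the yeast strain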;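 further: median GFP channel fluorescence of the gated AGP1 strain per well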
RPL19A-GFP yeast – modulators of TOR pathway RPL19A-GFP in S. cerevisiae | AID 2025 | percent response vs DMSO, % at 10 µM | S. cerevisiae RPL19A-GFP strain, flow cytometry, 3 h; hits give low values | 330,000 compounds, 0.3% hits;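 active means percent response vs DMSO below 50%; inconclusive means fewer than 70 events counted for the yeast strain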;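 further: median channel GFP fluorescence of the barcoded RPL19A-GFP strain; ratio of sample median GFP to plate DMSO average so 100% = DMSO; lower means less RPL19A-GFP as with rapamycin TOR inhibition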
LAP4-GFP MLPCN – modulators of TOR pathway LAP4-GFP in S. cerevisiae. S. cerevisiae LAP4-GFP multiplex, flow cytometry GFP, 3 h; median GFP as percent of DMSO wells. GFP response vs DMSO, % at 10 µM. 320,000 compounds, 0.34% hits;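 active means GFP response vs DMSO above a set limit, about the screen mean plus 3 SD, cut at about 150% in these data; inconclusive means under 70 cell events counted for the yeast strain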
* marks the source's active call; other numbers are inactive results; ? = inconclusive; . = no result given; [ ] = remark or other dose.

SMILES	proCasp3 act	procasp7 counter	AHR act	MEP2 TOR yeast	CIT2-GFP yeast	AGP1-GFP MLPCN	RPL19A-GFP yeast	LAP4-GFP MLPCN
O=C(OCC(=O)N1CCCC1)c1cc([N+](=O)[O-])ccc1Cl	-3	4	0	98	87	80	82	98
Cc1cccc(OCC(=O)Nc2cc(S(=O)(=O)N3CCCCC3)ccc2N2CCN(C)CC2)c1	4	1	0	109	99	120	105	114
CC1Oc2ccccc2C=C1/C=C1/SC(N2CCOCC2)=NC1=O (configuration not stated)	-1	0	24	105	102	95	95	107
CC1CCN(c2ccc3nnc(CCC(=O)Nc4ccc(F)cc4)n3n2)CC1	5	12	-2	101	104	96	101	87
Cc1ccc(N2CCC(N3CCN(C4CCCCC4)C(CCO)C3)CC2)cc1 (configuration not stated)	2	-3	2	110	107	106	104	108
O=S(=O)(Cc1noc(-c2ccc(OC(F)(F)F)cc2)n1)c1ccc(F)cc1	4	11	-1	84	86	87	90	86
COc1cc(/C=C/C(=O)OCC(=O)NCCC2=CCCCC2)cc(OC)c1OC	7	4	0	98	108	101	92	95
CS(=O)(=O)Nc1ccc(C(=O)Nc2ccccc2C(=O)N2CCCC2)cc1	1	10	1	90	93	105	99	96
COc1cc(OC)c(OC)cc1/C=N/NC(=O)c1cccc(S(=O)(=O)N2CCOCC2)c1	3	1	3	101	96	104	96	105
Cc1ccc(NC(=O)CN2CCCCCC2)cc1Br	2	3	-1	103	106	105	98	107
C[C@H](CO)N1C[C@H](C)[C@@H](CN(C)C(=O)Nc2ccccc2)Oc2ccc(NC(=O)Cc3ccccc3)cc2C1=O	9	7	-1	92	94	99	96	106
COc1ccc(/C=C/C(=O)N2CCN(c3ccccc3)CC2)cc1S(=O)(=O)N1CCOCC1	-2	14	1	96	98	101	100	98
O=C(c1cc(-c2cccc3ccccc23)nc2ccccc12)N1CCN(CCO)CC1	1	-2	1	96	115	117	105	127
COc1ccc(Cn2c(C)ccc2C)cc1	-2	-3	0	131[may fluoresce violet]	?	25[may fluoresce violet]	75[may fluoresce violet]	90[may fluoresce violet]
COc1ccccc1NC(=O)Cn1cc(C(=O)c2ccco2)c2ccccc21	6	5	6	93	100	99	95	109
COc1ccc2nc(NC(=O)C3CCN(C(=O)c4ccco4)CC3)sc2c1	-5	-4	-8	100	100	95	98	93
COc1ccc(S(=O)(=O)N2CCOCC2)cc1C(=O)Nc1ccon1	0	-1	0	102	103	102	96	100
COc1ccc(-c2[nH]ncc2CN2CCC(O)(c3ccc(Cl)cc3)CC2)cc1	-10	3	-1	96	107	114	103	124
CC(O)C(=O)NCCOCCOCCNC(=O)C(C)O (configuration not stated)	-3	-5	-1	102	104	104	102	101
CC(C)[C@H](NC(=O)NCCc1ccccc1)C(=O)O	-2	10	-2	106	101	91	86	106
O=C(NCc1ccc2c(c1)OCO2)Nc1cccc(Cl)c1	-7	4	30	97	102	92	98	84
O=C(O)CNC(=O)/C(=C\c1ccc2c(c1)OCO2)NC(=O)c1ccc(Br)cc1	1	-1	0	100	101	105	94	99
CN(C)S(=O)(=O)N1CCC(Oc2ccc(C(=O)NCC(C)(C)CO)cc2)CC1	-7	-2	-8	?	91	?	94	?
COCCN1C(=O)N[C@@H](c2cccc(C(F)(F)F)c2)[C@H](C(=O)OC)[C@H]1C	-2	-5	2	97	103	90	106	126
COCCN1C(=O)C(=O)/C(=C(/O)c2cccc(S(=O)(=O)N(C)C)c2)C12C(=O)N(C)c1ccccc12 (configuration not stated)	0	-10	3	98	94	92	94	91

Next section
SMILES	proCasp3 act	procasp7 counter	AHR act	MEP2 TOR yeast	CIT2-GFP yeast	AGP1-GFP MLPCN	RPL19A-GFP yeast	LAP4-GFP MLPCN
O=c1[nH]c2ccccc2n1CCCSc1cnc2ccccc2n1	-2	3	-1	107	112	116	106	120
CCOC(=O)c1cc(-c2ccco2)nc2c1c(C)nn2-c1cccc(Cl)c1	0	4	4	95	102	102	99	94
CCSc1nnc(NC(=O)c2cc(C)nc3ccccc23)s1	-3	2	5	102	99	105	98	104
Cc1oc(-c2ccccc2F)nc1CS(=O)CC(=O)NCCN1CCCCC1C (configuration not stated)	3	4	2	103	99	100	100	98
COc1ccc(CN2CCC(=O)NC2=O)cc1	-3	-9	0	101	99	103	.	104
Cc1ccc(Cn2c(N3CCN(CCO)CC3)nc3c2c(=O)n(C)c(=O)n3C)cc1	5	-7	0	105	96	97	97	100
Cc1nn2c(N3CCN(C)CC3)cc(C(C)(C)C)nc2c1-c1ccccc1	2	-1	-2	95	87	102	96	108
CCc1nnc(NC(=O)CSc2ncnc3c2cnn3-c2ccc(OC)cc2)s1	6	13	-3	102	98	100	97	98
COc1ccc(N(C(=O)COc2cccc(C)c2)S(=O)(=O)c2ccc(C)cc2)cc1	8	7	2	90	93	96	102	94
O=C(NCCOC(=O)c1ccc(Cl)c(S(=O)(=O)N2CCCCC2)c1)c1ccncc1	7	5	1	92	101	108	100	89
Cc1ccsc1C(=O)Nc1cccc(S(=O)(=O)N(C)C)c1	0	4	0	104	100	101	104	96
Cc1ccc2cc(CCNC(=O)C(C)(C)C)c(=O)[nH]c2c1	9	4	6	97	95	100	100	97
COc1cccc(CNC(=O)CN2C(=O)c3ccccc3S2(=O)=O)c1	-1	4	18	95	103	108	98	109
O=C1CSC(c2cccnc2)N1c1ccccc1 (configuration not stated)	-6	6	1	88	84	94	93	104
COc1ccc(CNC(=O)c2cc(=O)c3c(C)cc(C)cc3o2)cc1	-3	-3	2	104	108	97	106	101
CCCOc1ccc(CCc2n[nH]c(=S)n2-c2ccccc2)cc1	-8	-18	3	103	100	102	104	102
O=C(Cn1cc(C(F)(F)F)cc(Cl)c1=O)NCC1COc2ccccc2O1 (configuration not stated)	6	2	-1	94	97	98	98	94
Nc1ccc2c(c1)C(=O)N(CCCC(=O)O)C2=O	-4	11	1	102	100	98	101	99
CCN(C(=O)COc1ccc(C(=O)c2ccccc2)cc1)c1ccccc1	-1	-4	-3	110	84	96	98	88
O=C(Nc1nnc(C2CCCCC2)s1)c1ccco1	-3	-5	2	90	77	78	96	93
O=C(COC(=O)c1cc(S(=O)(=O)N2CCOCC2)ccc1Cl)Nc1ccc2c(c1)OCO2	6	1	-1	106	101	109	102	110
COc1ccc(C(c2c(C)n(C)n(-c3ccccc3)c2=O)c2c(C)n(C)n(-c3ccccc3)c2=O)cc1O	-3	4	-1	96	.	93	84	91
O=C(N/C(=C/C=C/c1ccccc1)C(=O)N1CCOCC1)c1ccccc1Br	0	1	36	96	98	99	102	100
Cc1noc(C)c1C(=O)NCCc1ccc(S(N)(=O)=O)cc1	3	12	0	103	99	99	102	93
COc1cccc(C(=O)NC2CCCN(C3Cc4ccccc4C3)C2)c1OC (configuration not stated)	-5	3	12	97	102	103	101	104

Quoted from the listing:
RPL19A-GFP yeast result of O=C(COC(=O)c1cc(S(=O)(=O)N2CCOCC2)ccc1Cl)Nc1ccc2c(c1)OCO2 = 102
proCasp3 act result of Cc1ccsc1C(=O)Nc1cccc(S(=O)(=O)N(C)C)c1 = 0
RPL19A-GFP yeast result of Cc1oc(-c2ccccc2F)nc1CS(=O)CC(=O)NCCN1CCCCC1C (configuration not stated) = 100

Going on with the list:
SMILES	proCasp3 act	procasp7 counter	AHR act	MEP2 TOR yeast	CIT2-GFP yeast	AGP1-GFP MLPCN	RPL19A-GFP yeast	LAP4-GFP MLPCN
COc1cccc(C(=O)NC2CC3CCCC(C2)N3S(=O)(=O)c2ccccc2)c1 (configuration not stated)	-2	8	9	98	99	104	97	108
CC(C)[C@@H](COc1ccccc1)N1CCN(Cc2ccccc2)CCC1=O	2	-1	2	114	90	88	98	108
NS(=O)(=O)c1cccc(NS(=O)(=O)c2ccc(/C=C/C(=O)O)cc2)c1	-5	-5	2	105	95	102	100	96
CCCCN(C(=O)c1ccc(C)cc1)c1c(N)n(CCC)c(=O)[nH]c1=O	-3	-3	1	102	95	104	100	107
Nc1c2c(=O)oc(-c3ccccc3)cc2nn1-c1ccccc1	-5	7	-6	94	91	78	94	113
CCN(C1CCCCC1)S(=O)(=O)CCNC(=O)c1ccccc1	1	6	2	94	104	112	100	110
CSCc1c(C(=O)Nc2ccc3c(c2)OCO3)oc2ccccc12	-3	1	92*	100	102	94	103	103
CC(=O)N(Cc1ccc(Cl)cc1)c1cnccn1	-1	-1	2	293*[may fluoresce violet]	?	?	57[may fluoresce violet]	86[may fluoresce violet]
CC(Oc1ccc(Cl)cc1)C(=O)Nc1cccc(S(=O)(=O)N2CCOCC2)c1 (configuration not stated)	7	5	1	91	97	103	98	92
NC(=O)c1ccsc1NC(=O)c1ccc(S(=O)(=O)N2CCCc3ccccc32)cc1	1	3	-5	95	89	97	97	96
Cc1ccc(C2C(C(=O)c3cccs3)=C(O)C(=O)N2c2ccc(S(N)(=O)=O)cc2)cc1 (configuration not stated)	-7	-38	1	102	96	99	99	104

Compound profiles, as listed above.
CC(C)[C@@H](COc1ccccc1)N1CCN(Cc2ccccc2)CCC1=O is entered as proCasp3 act = 2; procasp7 counter = -1; AHR act = 2; MEP2 TOR yeast = 114; CIT2-GFP yeast = 90; AGP1-GFP MLPCN = 88; RPL19A-GFP yeast = 98; LAP4-GFP MLPCN = 108
NS(=O)(=O)c1cccc(NS(=O)(=O)c2ccc(/C=C/C(=O)O)cc2)c1 is entered as proCasp3 act = -5; procasp7 counter = -5; AHR act = 2; MEP2 TOR yeast = 105; CIT2-GFP yeast = 95; AGP1-GFP MLPCN = 102; RPL19A-GFP yeast = 100; LAP4-GFP MLPCN = 96
Nc1c2c(=O)oc(-c3ccccc3)cc2nn1-c1ccccc1 is entered as proCasp3 act = -5; procasp7 counter = 7; AHR act = -6; MEP2 TOR yeast = 94; CIT2-GFP yeast = 91; AGP1-GFP MLPCN = 78; RPL19A-GFP yeast = 94; LAP4-GFP MLPCN = 113

Compound activity deposited in PubChem by several laboratories.

Rows were taken by chance; about 3.5% have a hit in one of these screens.
